From PubChem BioAssay
Eya2 phos inh: blocks the phosphatase activity of human Eya2; 330,000 tested, 0.006% active; Potency, µM (highest dose often 76.9 µM), without a hit: at the top dose activity, negative = inhibition, hits mostly inhibitors; recombinant Eya2, OMFP fluorescence dephosphorylation (OMFP is methylfluorescein phosphate); note: potency is the fitted concentration of half-maximal effect; % is set by controls: 0 for no effect and ±100 for the full control effect
Target sequence (O00167 whole entry, looked up): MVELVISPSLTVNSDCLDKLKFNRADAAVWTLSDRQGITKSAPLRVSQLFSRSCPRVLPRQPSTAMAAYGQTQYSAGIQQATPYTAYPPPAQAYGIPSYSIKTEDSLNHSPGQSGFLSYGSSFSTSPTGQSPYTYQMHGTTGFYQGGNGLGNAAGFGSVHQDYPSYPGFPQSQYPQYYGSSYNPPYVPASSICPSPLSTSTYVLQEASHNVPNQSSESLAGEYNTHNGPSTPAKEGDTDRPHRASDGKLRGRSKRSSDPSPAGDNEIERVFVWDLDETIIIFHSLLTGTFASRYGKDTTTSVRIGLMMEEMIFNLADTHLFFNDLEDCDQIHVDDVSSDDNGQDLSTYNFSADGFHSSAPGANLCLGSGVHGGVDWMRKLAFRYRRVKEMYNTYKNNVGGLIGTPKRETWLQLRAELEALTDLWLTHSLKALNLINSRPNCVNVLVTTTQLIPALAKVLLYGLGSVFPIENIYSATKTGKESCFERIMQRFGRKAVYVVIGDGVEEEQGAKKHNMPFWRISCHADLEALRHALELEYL
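Eya2 protein (added as 0.2 uM solution) was preincubated with compound for 10 min at ambient temperature in 50 mM HEPES pH 7.5, 50 mM NaCl, 5 uM MgCl2, 0.05% BSA, 1 mM DTT. OMFP (added at 50 uM) then reacted 10 min; fluorescence read at 485/525 nm.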
PTAP TSG101 blk: blocks PTAP/TSG101 interaction to inhibit HIV-1 budding; Potency, µM (titrated, usually from 115 µM), for inactives: top-dose activity change, negative = inhibition, usual class: inhibitors; 340,000 tested, under 10 active; Q99816; Fluorescence polarization, FITC-PTAP peptide / Tsg101 binding; AID 493005; active = well fitted inhibition curve with a large enough effect in the main read-out, with a control signal flat, not every such curve was filed as active; inconclusive = small, poorly fitted or top-dose-only effect, or effect the other way, or a change in a side signal; inactive = no such curve, though single readings can be large or run the other way; note: potency is the fitted concentration of half-maximal effect; % of control where 0% means no effect
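Fluorescence anisotropy tracks displacement of a FITC-tagged PTAP peptide (50 nM) from the Tsg101 binding domain (10 uM), following a 20 min room-temperature incubation at pH 7.5.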
ELG1 DNA repair: ELG1-dependent DNA repair inhibition | Potency, µM (doses to about 46.1 µM), inactives show at the highest dose activity change, negative = inhibition, hits mostly inhibitors | HEK293T ELG1-luciferase reporter, luminescence, 16 h; DNA damage induced by 5-fluorouridine | AID 504467 | 330,000 tested, 2.3% active; note: potency is the fitted concentration of half-maximal effect; % is set by controls: 0 for no effect and ±100 for the full control effect; nearly all actives have a fitted effect of over 55% in size
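5-Fluorouridine DNA damage + compound/DMSO, 2,000 cells/well, 16 h, 37 °C/5% CO2. ONE-Glo, 30 min RT, luminescence. Readout = decrease in reporter signal.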
BCR signal inh: inhibitors of chronic active B-cell receptor signaling; ABC-DLBCL IkBa-CBG/CBR reporter, luminescence ratio, 4 h; Potency, µM (series often up to 46.1 µM), for the others: top-dose ratio change, negative = lower green/red ratio, hits mostly inhibitors; 340,000 tested, 0.05% active; AID 493014; active = well fitted inhibition curve with a large enough effect in the signal ratio, with a control signal flat, not every such curve was filed as active; inconclusive = small, poorly fitted or top-dose-only effect, or effect the other way, or a change in a side signal; the % refers to the signal ratio;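 note: potency is the fitted concentration of half-maximal effect; plate controls were basal doxycycline-induced cells for no effect and cells given 10 µM MG132 for full effect; MG132 reads +100%, hits lower the ratio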
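Cell line TMD8 (human ABC DLBCL), stably expressing tet-inducible CBG68-IkBa fusion and CBR; IMDM/0.5% FBS; cpd up to 46 uM; dox induction, 4 h, 37C/5% CO2; dual luminescence; green/red ratio; MG132 control.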
TCR activator: T cell receptor activation; Potency, µM (doses to about 9.22 µM), for inactives: top-dose activation of IL-2 secretion, most hits filed as activators; AID 504894; 330,000 tested, under 10 active; primary human leukocytes, anti-CD3, IL-2 HTRF, 48 h; note: % of control where 0% means no effect
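48 hr co-incubation of compounds, a-CD3 beads and primary human leukocytes; IL-2 quantified homogeneously by HTRF with anti-IL-2 K and d2 conjugates.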
ASM inhibitor: blocks human secretory acid sphingomyelinase. placental ASM, HMU-PC fluorogenic substrate, 60 min. P17405. Potency, µM (top dose mostly 57.5 µM), for the others: top-dose activity change, negative = inhibition, hits mostly inhibitors. 340,000 tested, 0.006% active. AID 504937; note: potency is the fitted concentration of half-maximal effect
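Fluorogenic HMU-PC substrate (9 uM final) is turned over by placental ASM in 60 min at 37 C after a 10 min compound preincubation. Reaction ended by alkaline stop (pH 10), with fluorescence read at 386/447 nm.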
Tb PFK inh: blocks T. brucei phosphofructokinase | O15648 | T. brucei PFK, ADP-Glo luminescence | Potency, µM (titrated, usually from 57.5 µM), inactives show at the top dose activity, negative = inhibition, most hits filed as inhibitors | 330,000 tested, 0.17% active;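 note: potency is the fitted concentration of half-maximal effect; 0% = uninhibited 1x PFK enzyme wells and -100% = no-enzyme wells; nearly all actives have a fitted effect of over 60% in size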
Target sequence (O15648 whole entry, looked up): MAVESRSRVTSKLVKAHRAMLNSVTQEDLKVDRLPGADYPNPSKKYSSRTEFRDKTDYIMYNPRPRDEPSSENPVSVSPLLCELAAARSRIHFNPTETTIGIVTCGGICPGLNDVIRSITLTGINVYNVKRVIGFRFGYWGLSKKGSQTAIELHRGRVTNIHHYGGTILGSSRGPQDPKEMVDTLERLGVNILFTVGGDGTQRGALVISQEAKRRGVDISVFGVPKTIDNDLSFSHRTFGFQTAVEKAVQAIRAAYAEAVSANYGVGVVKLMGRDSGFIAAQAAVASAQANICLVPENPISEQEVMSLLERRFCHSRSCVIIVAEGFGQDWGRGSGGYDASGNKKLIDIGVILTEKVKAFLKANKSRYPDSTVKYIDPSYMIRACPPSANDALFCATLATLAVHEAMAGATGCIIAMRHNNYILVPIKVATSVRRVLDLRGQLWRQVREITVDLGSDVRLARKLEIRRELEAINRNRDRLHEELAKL
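PFK 1.25 nM, F6P 0.5 mM, ATP 0.1 mM, 0.1 M TEA pH 8.0, 5 mM MgCl2, 0.01% Tween20, 0.1% BSA; 45 min RT. ADP-Glo readout. qHTS titration up to 57 uM; curves fitted, compounds curve-classed.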
a7 integrin act: activates integrin-mediated alleviation for muscular dystrophy. AID 624291. 350,000 tested, 0.064% active. alpha7betagal myoblasts, beta-gal FDG fluorescence, 48 h. Potency, µM (series often up to 38.3 µM), without a hit: at the top dose activation, hits mostly activators;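 note: potency is the fitted concentration of half-maximal effect; 100% = response of the positive control SU9516; nearly all actives have a fitted effect of over 60% in size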
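alpha7betagal+/- myoblasts (passage 13, 250/well) treated 48 h at 37C with compounds at 1:260 dilution of DMSO stock. Lysed, then beta-galactosidase activity read as FDG fluorescence (ex 480/em 540) after 30 min, with pre-read for autofluorescence.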
TSHR antagonist: blocks TSH signaling through the human TSH receptor. P16473. TSHR-expressing cells, TSH-stimulated cAMP HTRF, 2 h; active compounds read low. activity change, negative = inhibition, % at 11.5 µM. 330,000 tested, 0.2% active. AID 504810;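 active = activity change below a set negative limit, meaning inhibition stronger than a set level, cut at about -70% in these data; inconclusive = activity change between two set negative limits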; note: % is set by controls: 0 for no effect and ±100 for the full control effect
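Antagonism was scored as loss of TSH-driven cAMP in TSHR cells, stimulated with 4nM TSH (EC80) for 2 hours at 37 deg C and detected by homogeneous HTRF competition immunoassay.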
A-T KAP1 phos: potential ataxia-telangiectasia treatment. […] A-T fibroblasts, KAP-1 phosphorylation AlphaLISA; neocarzinostatin DNA damage 30 min before lysis. Potency, µM (series often up to 57.5 µM), for the others: at the highest dose activation, hits mostly activators. 320,000 tested, 0.19% active. AID 485349; note: potency is the fitted concentration of half-maximal effect; % of control where 0% means no effect; nearly all actives have a fitted effect of over 45% in size
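hTERT-immortalized A-T patient fibroblasts ([…]), 500 cells/well in OPTI-MEM, 1% FBS, got compounds for 60 min, then NCS for 30 min at 37C. Lysates were then assayed for phospho-KAP-1 by AlphaLISA (anti-pKAP1 donor, anti-KAP1 acceptor beads), 6 hr at 25C.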
Mito fusion act: blocks mitochondrial division or promotes mitochondrial fusion | Potency, µM (top dose mostly 46.1 µM), inactives show at the top dose growth rescue (activation), hits mostly activators | AID 485298 | S. cerevisiae fusion-defective mutant growth rescue, CellTiterGlo 48 h | 320,000 tested, 0.23% active;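 note: potency is the fitted concentration of half-maximal effect; % of control where 0% means no effect; nearly all actives have a fitted effect of over 45% in size; temperature-sensitive fusion mutants such as fzo1-1 at 37 °C on non-fermentable ethanol glycerol medium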
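Read-out: ATP-based luminescence (CellTiterGlo, 10 min ambient) reporting growth of fusion-defective ts yeast after 48 hours at 37C on glycerol/ethanol YPEG medium in the presence of compound.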
An asterisk follows results filed as active; ? = inconclusive; · = not tested or not shown; [ ] = dose if it differs, or a comment. Unless noted, calls come from the whole dose curve; as a rule, active = well fitted curve in the direction sought with a large enough effect; inconclusive = small, poorly fitted or top-dose-only effect, or another doubt; inactive = no such curve, though single readings can be large; an effect the other way counts as inactive or inconclusive.

Results follow in this order: Eya2 phos inh, PTAP TSG101 blk, ELG1 DNA repair, BCR signal inh, TCR activator, ASM inhibitor, Tb PFK inh, a7 integrin act, TSHR antagonist, A-T KAP1 phos, Mito fusion act
CCN1CCN(c2ccc(S(=O)(=O)N3CCOCC3)cc2NC(=O)CC(C)C)CC1
    3%, -2%, 2%, 3%, -5%, 1%, -4%, -44%[inhibitor], 6, 1%, -1%
CN(C(=O)COC(=O)c1ccc2ccccc2n1)C1CCCCC1
    -8%, 0%, 14%, 3%, 2%[46.1 µM], 0%, 1%, 29%, 5, -5%, ·
COc1cc(C(=O)Nc2ccc(NC(=O)C(C)C)nc2)cc(OC)c1OC
    25%, -5%, 3%, -5%, 10%, 1%, -1%, -11%, -3, 6%, -1%
COc1ccc(CCNC(=O)CSc2c[nH]c3ccccc23)cc1OC
    6%, -4%, -29%, -15%, -3%, 3%, -3%, -13%, -6, -3%, 0%
Cc1ccc(NS(=O)(=O)c2ccc(Br)cc2)nc1
    -8%, -4%, -3%, 0%, 1%, 7%, 2%, 7%, 2, 2%, 4%
Cc1ccc(C(=O)N(CC(C)C)c2c(N)n(Cc3ccccc3)c(=O)[nH]c2=O)o1
    16%, -4%, 14%, -7%, 7%, 3%, -7%, 9%, 5, 3%, -2%
COCCn1ccc2c(OCC(=O)Nc3ccccc3OC)cccc2c1=O
    9%, 0%, ?, ?, 4%, -2%, 0%, 34%, -6, 8%, 23%
CCC(CC)C(=O)Nc1nnc(CCc2ccccc2)s1
    3%, -5%, 9%, -1%, ·, 0%, 0%, -7%, -12, 0%, -12%
Cc1ccc(C2CC(c3ccccc3)=NN2C(=O)CSc2nnc(-c3ccc(Cl)cc3)o2)o1 (configuration not stated)
    ·, 0%, ·, ·, 0%, -12%, ·, -16%, ·, ·, -3%
O=C(c1ccc(F)cc1)C1CCN(C(=O)c2ccccc2)CC1
    3%, -1%, 1%, 0%, ·, 0%, 1%, 14%, -4, 6%, 3%
COc1ccccc1NS(=O)(=O)c1cc(NC(=O)c2cnccn2)ccc1N1CCOCC1
    3%, -2%, ?, ?, -3%, -11%, 1%, 30%, -2, -2%, 0%
CCC(=NNC(=O)c1cccc(S(=O)(=O)N2CCOCC2)c1)c1ccccc1
    -6%, -2%, 0%, -7%, 0%, -1%, -4%, 0%, ·, -5%, ·
C=CCOc1ccc(/C=N\NC(N)=S)cc1
    3%, -2%, ?, ?, 6%, 2%, -1%, ?, -6, 3%, 12%
COc1ccc(S(=O)(=O)CC(O)CN2CCCC2=O)cc1 (configuration not stated)
    -6%, -2%, 3%, 0%, 5%, -1%, -1%, 14%, 8, 0%, 1%
CCn1c(SCC(=O)N/N=C/C=C\c2ccccc2[N+](=O)[O-])nnc1-c1ccccc1
    -4%, -3%, -1%, -1%, 3%, -3%, 5%, -45%[inhibitor], -5, 10%, 1%
COc1ccc(Cl)cc1-n1c(N)c(C(N)=O)sc1=S
    -2%, 1%, 13%, 1%, -1%, -3%, -6%, -1%, 1, -1%, 1%
CC1(C(=O)O)CCC(C(=O)Nc2ccccc2O)C1(C)C (configuration not stated)
    12%, -1%, ?, ?, -3%, 8%, 0%, 6%[7.66 µM], 8, ·, -1%
COc1ccc(CCNC(=O)CCNS(=O)(=O)c2cccc3nonc23)cc1OC
    -9%, -9%, 4%, -11%, 3%, 1%, -2%, 9%, -1, 0%, -1%
Cc1nnc(NC(=O)CCNC(=O)c2ccccc2Cl)s1
    5%, -3%, -7%, 2%, -1%, -5%, -3%, 10%, 1, -7%, 0%
Cc1ccc(NC(=O)Cn2nc([N+](=O)[O-])c(Br)c2C)cc1C
    -3%, -2%, 0%, -1%, ·, 0%, ?, -14%, -20, 2%, -1%
COC(=O)[C@]1(C)N[C@H](CN(C)S(=O)(=O)c2ccccc2)[C@@H]2C(=O)N(C)C(=O)[C@@H]21
    -24%, -2%, ?, 0%, 10%, 0%, ?, -1%, -4, 0%, ·
O=C(CN1C2CCC1CC(NC(=O)NC1CCCCC1)C2)NC1CC1 (configuration not stated)
    -2%, -8%, 14%, 1%, 6%, -3%, -8%, 2%, 27, 4%, 2%
CCCOC(=O)CCc1n[nH]c(=O)[nH]c1=O
    -5%, -3%, -1%, 3%, -1%, -1%, -1%, 8%, -12, 1%, -4%
COc1cc(NC(=S)NCCc2ccc(S(N)(=O)=O)cc2)c(OC)cc1Cl
    -13%, -1%, -21%, -1%, 2%, 1%, 2%, 14%, 4, 5%, 2%
COc1cc(/C=N/NC(=O)c2ccncc2)ccc1OC(=O)c1ccccc1Cl
    6%, -3%, -6%, -28%, 6%, -10%, 12%, 46%, -9, -3%, -5%
Cc1cccc(C)c1NC(=O)CN(c1ccccn1)S(=O)(=O)c1ccc(F)cc1
    -22%, 0%, -3%, ?, 0%, 10%, 1%, ?, -2, 2%, -3%
CC(Oc1ccc(F)cc1)c1nnc(SCC(=O)N(c2ccccc2)C2CCS(=O)(=O)C2)o1 (configuration not stated)
    ?, -8%, -30%, 15%, -5%, 5%, -2%, ?, -5, -10%, 3%
COc1ccccc1-c1c(C)oc2c(CN3CCCC(C)C3)c(O)ccc2c1=O (configuration not stated)
    ?, 0%, -5%, ?, -1%, 212%[activator], -9%, 2%, 0, -2%, -4%
CCC1=C(OC(=O)N(CC)CC)N2C(=O)OC(=NCc3ccccc3)[C@]2(C)[C@H]2C1=CC[C@H]1C(=O)N(CC)C(=O)[C@H]12
    0%, -7%, 14%, 2%, -2%, 3%, 3%, 10%, -1, 6%, 8%
Cc1nc(N/N=C/c2ccc(O)cc2O)cc(N2CCOCC2)n1
    -5%, -3%, ?, ?, 2%, 47%[activator], 1%, -31%, 7, -2%, -1%

Sorted by number of heavy atoms (falling): part of the list above.
Results follow in this order: Eya2 phos inh, PTAP TSG101 blk, ELG1 DNA repair, BCR signal inh, TCR activator, ASM inhibitor, Tb PFK inh, a7 integrin act, TSHR antagonist, A-T KAP1 phos, Mito fusion act
CCC1=C(OC(=O)N(CC)CC)N2C(=O)OC(=NCc3ccccc3)[C@]2(C)[C@H]2C1=CC[C@H]1C(=O)N(CC)C(=O)[C@H]12
    0%, -7%, 14%, 2%, -2%, 3%, 3%, 10%, -1, 6%, 8%
CCn1c(SCC(=O)N/N=C/C=C\c2ccccc2[N+](=O)[O-])nnc1-c1ccccc1
    -4%, -3%, -1%, -1%, 3%, -3%, 5%, -45%[inhibitor], -5, 10%, 1%
CCN1CCN(c2ccc(S(=O)(=O)N3CCOCC3)cc2NC(=O)CC(C)C)CC1
    3%, -2%, 2%, 3%, -5%, 1%, -4%, -44%[inhibitor], 6, 1%, -1%

The list continues.
Results follow in this order: Eya2 phos inh, PTAP TSG101 blk, ELG1 DNA repair, BCR signal inh, TCR activator, ASM inhibitor, Tb PFK inh, a7 integrin act, TSHR antagonist, A-T KAP1 phos, Mito fusion act
NC(=O)NC(=O)COC(=O)CNS(=O)(=O)c1ccc(F)c(F)c1F
    ?, -1%, 6%, ?, 1%, -3%, 10%, 41%, 5, -5%, 5%
O=C(N/N=C/c1ccccc1)c1cc(-c2ccc3c(c2)OCO3)n[nH]1
    0%, -1%, -4%, 5%, 1%[46.1 µM], 1%, -14%, -7%, -5, -2%, 1%
CCc1ccc(S(=O)(=O)NC(CC(=O)O)c2ccccc2)cc1 (configuration not stated)
    8%, -9%, 4%, 3%, -2%, 1%, 1%, 1%, 30, ?, -3%
CC(CCc1ccccc1)NC(=O)c1ccccc1C(=O)O (configuration not stated)
    -24%, -3%, -12%, 0%, 8%, 1%, 1%, 15%, -1, -4%, 3%
